# Screens deposited in PubChem by Emory University Molecular Libraries Screening Center.
# 14-3-3 PPI: alters human 14-3-3 gamma binding to Raf peptide. P61981. FP, 14-3-3gamma / TMR-pS259-Raf peptide binding. inhibition, % at 40 µM. hit rate 0.19% among 160,000. AID 422; in the data active means inhibition above about 30%;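 further: 0% = protein plus tracer without compound and 100% = blank with tracer alone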
# Target sequence (P61981 whole entry, looked up): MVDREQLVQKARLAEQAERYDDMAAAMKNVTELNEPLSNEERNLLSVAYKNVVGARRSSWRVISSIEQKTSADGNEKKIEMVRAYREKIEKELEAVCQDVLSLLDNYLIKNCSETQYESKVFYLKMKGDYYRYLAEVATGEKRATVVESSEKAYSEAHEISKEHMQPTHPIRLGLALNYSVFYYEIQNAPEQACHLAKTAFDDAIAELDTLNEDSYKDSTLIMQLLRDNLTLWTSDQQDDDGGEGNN
# Numbers without * were called inactive; & = joins results of further samples.
item	Molecule	14-3-3 PPI
1	Cc1cc2c(c(=O)[nH]1)C(=O)OC2=Cc1ccc(F)cc1	-138.6
2	CCC1Oc2ccc(C)cc2N(CC(=O)NCCN2C(C)CCCC2C)C1=O (stereo unspecified)	-9.1
3	CCc1ccc(-c2csc(Nc3ccc(S(=O)(=O)Nc4cc(OC)nc(OC)n4)cc3)n2)cc1	-3.0
4	Cc1nn2c(CN(C(=O)c3ccco3)c3ccccc3)nnc2c2ccccc12	7.0
5	O=c1c2ccccc2n(Cc2cccc(Cl)c2)c(=O)n1C1CCCCC1	-11.4
6	CCCOc1ccc2[nH]cc(C(=O)O)c(=O)c2c1	-5.5&-8.4
7	COc1ccc(-c2nc3n(n2)C(=O)CC(c2cc(OC)c(OC)c(OC)c2)S3)cc1 (stereo unspecified)	-9.9
8	O=c1c2cn[nH]c2nc(SCc2cccnc2)n1-c1cccc(C(F)(F)F)c1	1.0
9	Cc1cccn2c(=O)c3cc(C(=O)N4CCN(C)CC4)sc3nc12	-4.6
10	CCc1ccccc1NC(=O)CCc1nc(-c2cccs2)no1	1.4
11	O=C(Nc1ccc(Oc2ccccc2)cc1)c1ccc(S(=O)(=O)c2ccccc2)cc1	-9.4
12	CC1CCC(NC(=O)CNc2ccccc2-c2nc3ccccc3[nH]c2=O)CC1 (stereo unspecified)	-12.8
13	CC(C)Oc1ccc(CSC(=N)N)cc1	1.1
14	Cc1nnc(NC(=O)c2ccc(Br)cc2)s1	1.3
15	O=C(CCC(=O)N1CCc2ccccc2C1)Nc1nc(-c2cc3cc(Br)ccc3oc2=O)cs1	-2.4
16	COC(=O)c1cc2ccsc2n1Cc1nc(-c2ccc(OC)cc2)oc1C	-4.3
17	COc1ccccc1NC(=O)C1=C(C)NC2=C(C(=O)CC(c3ccc(OC)c(OC)c3)C2)C1c1ccc([N+](=O)[O-])cc1 (stereo unspecified)	5.5
18	CN(C)CCn1c(SCc2ccccc2Cl)nc2c(sc3ccccc32)c1=O	-6.9
19	COc1cc(C(=O)N2CCN(Cc3ccc(Cl)cc3)CC2)cc(OC)c1OC	-1.0
20	CCN(CC)C(=O)CN(c1cc(Cl)ccc1OC)S(C)(=O)=O	-11.6
21	CCN1CCN(C(=O)c2nn(-c3ccc(C)cc3)c(=O)c3c2c2ccccc2n3C)CC1	1.2
22	Cc1ccccc1N=Cc1ccc(C=Nc2ccccc2C)cc1	6.5
23	COc1ccc(NC(=O)c2cc3cc(Br)ccc3oc2=O)c(OC)c1	-2.2
24	CCc1ccc(NS(=O)(=O)c2ccc3[nH]cc(C(=O)NC4CCCC4)c(=O)c3c2)cc1	-37.1
25	N#Cc1c(-c2ccccc2)cc(-c2ccccc2)nc1SCC(=O)Nc1ccc(S(N)(=O)=O)cc1	1.7
26	CCCc1cc2c(=O)c(-c3ccc4c(c3)OCCCO4)coc2cc1OC(C)=O	-9.6
27	Cc1ccnc(NS(=O)(=O)c2cccc3nsnc23)c1	-2.8
28	Cc1ccc2cc(C)c(NCCO)nc2c1	-9.4
29	N#Cc1c(N2CCCCC2)ncc2c(=O)c3ccccc3[nH]c12	-122.6
30	CCOc1ccc2nc(NC(=O)CN3C(=S)NC(C)(C)CC3C)sc2c1 (stereo unspecified)	-2.7
31	Cc1cccc(OCC(=O)N2CCCc3ccccc32)c1	5.4
32	O=C(O)CCC(=O)Nc1nc2ccc([N+](=O)[O-])cc2s1	4.0
33	O=C(Nc1ccc(Br)cc1)c1ccc(Br)c(S(=O)(=O)NC2CCCCC2)c1	-1.1
34	Cc1ccc(C)c(Cc2c(C)nc3c(C(=O)NCC4CCCO4)cnn3c2C)c1 (stereo unspecified)	-42.5
35	CCCCSc1nnc([C@H](C)NC(=O)OC(C)(C)C)o1	-6.5
36	Cc1cccc(NC(=O)CC2C(=O)Nc3ccccc3N2C(=O)c2cccc([N+](=O)[O-])c2)c1 (stereo unspecified)	3.5
37	COc1ccc(C(=O)Nc2ccc(NC(=O)C(=O)O)cc2)cc1OC	-10.8
38	CC(=O)N1CCc2c(sc(NC(=O)c3ccc(S(=O)(=O)N4CCCCCC4)cc3)c2C(N)=O)C1	-219.1
39	COc1cc(NC(=O)CN(c2ccc(C)cc2)S(=O)(=O)c2c(C)nn(C)c2C)cc(OC)c1	-9.4
40	O=c1oc(C=Cc2ccc(Br)cc2)nc2ccc(Br)cc12	-3.7
41	O=C1c2ccccc2C(Nc2ccc(S(=O)(=O)N3CCOCC3)cc2)N1c1cccnc1 (stereo unspecified)	-3.7
42	O=S(=O)(c1cccc(Cl)c1Cl)N1CCCCC1	-13.7
43	CN1CCc2c1nc1ccccc1c2NC(=O)CNC1CC1	-13.3
44	O=C1CS/C(=C\S(=O)(=O)c2ccc(Cl)cc2)N1	-4.2
45	COCc1nc2c([nH]1)c(=O)n(C)c(=O)n2CC(C)C	0.7
46	CCc1cccc(Nc2nc3cc(OC)ccc3cc2C#N)c1	-2.3
47	Cc1cccc(CN2CCC(CNC(=O)c3cc4cc5ccc(C)cc5nc4s3)CC2)c1	-9.5
48	Cc1c(C(=O)C(F)(F)F)c2ccccc2n1CC(=O)N1CCCc2ccccc21	-11.9
49	CCc1ccc(C2Nc3ccc4ncccc4c3C3=C2C(=O)CCC3)cc1 (stereo unspecified)	-4.5
50	O=C(/N=C1\NC(=O)C(F)(C(F)(F)F)S1)NC1CCCCC1 (stereo unspecified)	0.0
51	CCN(Cc1ccccc1)C(=O)c1ccccc1C	-7.0
52	CCCCCSc1nnc2c(n1)OC(c1ccc(OC)cc1)N(C(C)=O)c1ccccc1-2 (stereo unspecified)	0.0
53	CCCOc1ccc2oc(=O)c3c(c2c1)CCCN3C(=O)CN1CC(C)CC(C)C1 (stereo unspecified)	1.4
54	CCC1(C)Cc2c(sc3nc4n(c(=O)c23)CCCS4)CO1 (stereo unspecified)	-1.4
55	CCCCOC(=O)C1=C(C)NC(=S)NC1c1ccccc1OCC (stereo unspecified)	-4.8
56	CCCCCNC(=O)C1CCC(Cn2c(=S)[nH]c3ccccc3c2=O)CC1 (stereo unspecified)	-5.8
57	CC(C)CC(C(=O)O)N1C(=O)C2C3CC(C2C1=O)C1C(c2cccc([N+](=O)[O-])c2)c2sc(=O)[nH]c2SC31 (stereo unspecified)	-10.8
58	CCOC(=O)C1=CN(c2cc(C)cc(C)c2)C=C(C(=O)OCC)C1c1cccc(F)c1	-3.1
59	CSc1nnc2c(n1)OC(c1cn(C)c3ccccc13)N(C(C)=O)c1ccccc1-2 (stereo unspecified)	0.4
60	Cc1ccn(CC(=O)O)c(=O)c1	-11.6

# Remaining list, next part:
item	Molecule	14-3-3 PPI
61	Cc1ccc(OCCN2CCN(C(=O)CCC(=O)Nc3nnc(C)s3)CC2)cc1	0.9
62	Cc1cccc(NC(=O)Nc2cc(C)on2)c1	-6.3
63	Cn1nc(-c2ccc(N3CCOCC3)c(NS(C)(=O)=O)c2)c2ccccc2c1=O	-2.5
64	O=C(c1ccc2c(c1)OCO2)N1CCN(c2ccc(F)cc2)CC1	-3.6&-3.0
65	COc1ccc2nc(C)cc(Nc3ccc(N4CCOCC4)cc3)c2c1	-7.9
66	O=C1CN(C(=O)CN2CCOCC2)c2ccccc2N1	13.7
67	Cc1cc(=O)[nH]c(SCCOc2cccc(C(F)(F)F)c2)n1	-1.7
68	CCN(CC)CCCn1c(=S)[nH]c2ncccc2c1=O	-6.2
69	CCC1Oc2ccccc2N(CC(=O)NCCOC)C1=O (stereo unspecified)	1.6
70	Fc1ccccc1C1C=C(c2ccc(I)cc2)Nc2ncnn21 (stereo unspecified)	7.5
71	O=C(Nc1cccnc1)C1CCCN(S(=O)(=O)c2cccc3nsnc23)C1 (stereo unspecified)	0.8&0.3
72	COc1ccc(Cl)cc1S(=O)(=O)N1CCN(C(=O)c2cccs2)CC1	-2.7
73	Cc1nn(C(C)C(=O)N2CCN(c3ccccn3)CC2)c(=O)c2cc3occc3n12 (stereo unspecified)	-4.4
74	O=C1CN(C(=O)c2ccc(S(=O)(=O)N3CCOCC3)cc2)C(c2ccc(F)cc2)c2cc(Cl)ccc2N1 (stereo unspecified)	1.1
75	CN(C)c1ccc(CNCCC(c2ccccc2)C2CCOC(C)(C)C2)cc1 (stereo unspecified)	7.8
76	CC(=O)c1cccc(NC(=O)c2ccc(N3CC4CC(C3)c3cccc(=O)n3C4)c(NC(=O)c3cccnc3)c2)c1 (stereo unspecified)	5.9
77	CCOc1ccc(OCC)c(N=c2oc3c(C)ncc(CO)c3cc2C(N)=O)c1	-7.4
78	CCCCOC(=O)C1=C(C)NC2=C(C(=O)CC(C)(C)C2)C1c1ccc(OC)cc1 (stereo unspecified)	-4.2
79	O=C(NCC1COc2ccccc2O1)c1ccc2c(=O)n(Cc3ccco3)c(=S)[nH]c2c1 (stereo unspecified)	-14.4
80	O=C(OCn1cncn1)c1ccc(Cl)cc1Cl	0.9
81	COC(=O)c1ccccc1NC(=O)c1ccccc1N(C)S(C)(=O)=O	-2.5
82	O=C(Oc1cccc(N2C(=O)C3C4CCC(C4)C3C2=O)c1)c1ccc(Br)cc1 (stereo unspecified)	-5.8
83	Cc1cc(I)cc(C=Nc2cccc(NC(=O)c3ccccc3Cl)c2)c1O	-12.3
84	Cc1cccc2sc(NC(=O)C3CCCO3)nc12 (stereo unspecified)	1.4
85	CCOc1ccccc1CNC(=O)CCN1C(=O)COc2ccccc21	-7.9&-13.3
86	CN(Cc1ccccc1)C(=O)CCCC1=NS(=O)(=O)c2ccccc2N1	-5.5
87	CCC(c1nnnn1Cc1ccco1)N1CCN(c2cc(Cl)ccc2C)CC1 (stereo unspecified)	2.5
88	CCCNC(=O)c1nn2c(C(F)(F)F)cc(-c3ccccc3)nc2c1Cl	-15.8
89	COc1ccc(C(=O)N2CCN(S(C)(=O)=O)CC2)cc1	3.3
90	CC1CC(C)CN(C(=O)CN2C(=O)CSc3ccc(S(=O)(=O)N4CCOCC4)cc32)C1 (stereo unspecified)	-10.8
91	CCOc1ccc(C(=O)Nc2cccc(NC(=O)c3cccc(Cl)c3)c2)cc1[N+](=O)[O-]	-5.3
92	Cc1ccc(-n2nc3c(c2NC(=O)c2ccccc2Br)CS(=O)C3)cc1 (stereo unspecified)	5.6
93	Cc1ccc(NS(=O)(=O)c2ccc3c(c2)CCN3C(=O)C2CCC2)cc1F	-1.4
94	Cc1ccc2nc(NC(=O)CCNS(=O)(=O)c3ccc(Br)s3)sc2c1	-2.1
95	Cc1cc(C)n(/N=C/c2ccccc2)c(=O)c1C#N	-5.9
96	CC1(C)CC(=O)C(C2(O)C(=O)N(Cc3ccccc3)c3ccccc32)CO1 (stereo unspecified)	-5.0&-1.7
97	O=[N+]([O-])c1cc(-c2ncnn2-c2ccc(Br)cc2)ccc1Cl	-2.6
98	N#Cc1cc(C(=O)c2cc(Cl)ccc2O)cn(CC2CCCO2)c1=O (stereo unspecified)	-6.2
99	Cc1ccc(CN2C(=O)C3C(C(=O)Nc4ccc(C(C)C)cc4)C4C=CC3(O4)C2C(=O)NC2CCCCC2C)cc1 (stereo unspecified)	4.6
100	COC(=O)C1=C(C)NC(C)=C(C(=O)OC)C1c1ccc(OCC(N)=O)cc1	-4.4
101	CCCCn1c(SCC(N)=O)nc2sc3c(c2c1=O)CCCC3	-3.9
102	CC(=O)N1c2ccccc2N(Cc2ccc([N+](=O)[O-])cc2)C(=O)C1(C)C	3.1
103	COc1ccc(Cl)cc1NC(=O)CSc1nccn1-c1cccc(C)c1	-4.5
104	CCn1c(C=Cc2c(C)n(C)c3ccccc23)nc2ccccc2c1=O	-22.4
105	Cc1ncsc1C(=O)Nc1nc2c(s1)CCCC2	-1.1
106	COc1ccc(-c2nc(S(=O)(=O)c3ccc(C)cc3)c(N3CCCCC3)o2)cc1	4.6
107	CC1(C)Cc2c(ccc3ccccc23)C=N1	-15.6
108	CCOC(=O)c1c(N)sc(C(=O)Nc2cccc(OC)c2)c1C	-13.3

# Down the list, as entered above:
# 14-3-3 PPI, entries 97 to 108 → -2.6, -6.2, 4.6, -4.4, -3.9, 3.1, -4.5, -22.4, -1.1, 4.6, -15.6, -13.3

# The list continues.
item	Molecule	14-3-3 PPI
109	COc1ccc(OC)c(NC(=O)C2=C(C)NC(=S)NC2c2ccc(O)cc2)c1 (stereo unspecified)	6.4
110	CC(=O)Oc1ccccc1C(=O)N1CCN(c2ccc([N+](=O)[O-])cc2)CC1	-5.4
111	COc1ccc(C2=NC(c3ccc(F)cc3)NC(c3cc(Br)ccc3O)C2)cc1 (stereo unspecified)	-5.1
112	COc1ccc(CN2CCOCC2)c(C)c1C	-0.3
113	CCCCn1c(SCC(=O)Nc2nnc(CC)s2)nc2ccccc2c1=O	-3.1
114	Cc1c(Cl)c([N+](=O)[O-])nn1CCCC(=O)Nc1ccc([N+](=O)[O-])cc1Cl	4.8
115	O=S(=O)(c1ccccc1)C1(S(=O)(=O)c2ccccc2)CCCC1	0.9
116	CC1(C)Cc2ccccc2-c2n[nH]c(=S)n21	3.2
117	CN(C)S(=O)(=O)c1cccc(CSc2cccc[n+]2[O-])c1	-3.6
118	CCOC(=O)C1CCCN(C(=O)C2CCC(CNS(=O)(=O)c3ccc(NC(C)=O)cc3)CC2)C1 (stereo unspecified)	-0.2
119	COc1ccc(/C(O)=C2\C(=O)C(=O)N(Cc3cccnc3)C2c2ccc(C(C)C)cc2)cc1 (stereo unspecified)	-5.2
120	CCOC(=O)c1c(-c2ccccc2)csc1NC(=O)CSc1nnnn1C	-4.7

# Compounds from the list above that contain a furan ring, fused or not (4):
item	Molecule	14-3-3 PPI
4	Cc1nn2c(CN(C(=O)c3ccco3)c3ccccc3)nnc2c2ccccc12	7.0
73	Cc1nn(C(C)C(=O)N2CCN(c3ccccn3)CC2)c(=O)c2cc3occc3n12 (stereo unspecified)	-4.4
79	O=C(NCC1COc2ccccc2O1)c1ccc2c(=O)n(Cc3ccco3)c(=S)[nH]c2c1 (stereo unspecified)	-14.4
87	CCC(c1nnnn1Cc1ccco1)N1CCN(c2cc(Cl)ccc2C)CC1 (stereo unspecified)	2.5

# New compounds follow:
item	Molecule	14-3-3 PPI
121	Cc1ccc(Cl)cc1NC(=O)CSc1nnc(C)n1-c1ccccc1	-1.6
122	COc1ccc(C2C(C(=O)Nc3ccc(C)cn3)=C(C)NC3=C2C(=O)CC(C)(C)C3)cc1 (stereo unspecified)	-8.0
123	C#CCOc1cccc(C2C3=C(CC(C)(C)CC3=O)N(CC)C3=C2C(=O)CC(C)(C)C3)c1	-3.5
124	CC(C)CCNc1ncnc2c1sc1nc(-c3ccco3)c3c(c12)CCCC3	-83.5

# An excerpt; count on the stated rates, not on these rows.
